From PubChem
IDE inh: human IDE inhibitors in live cells, primary screen, fluorescence polarization, HEK cells, FAbetaB substrate | Insulin-degrading enzyme (Homo sapiens), P14735 | FAbetaB cleavage | inhibition, % at 5.59 µM | actives 0.41% (n = 320,000) | AID 434962, 2010;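 active = percent inhibition above the average of all tested compounds plus 3 SD, set per screening campaign, cut at about 16% in these data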;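 also: IDE supplied by intact live HEK cells; FP after avidin binding of uncleaved biotin substrate so inhibition keeps polarization high; 0% = DMSO wells and 100% = 60 µM reference IDE inhibitor Ii1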
Target sequence (P14735 whole entry, looked up): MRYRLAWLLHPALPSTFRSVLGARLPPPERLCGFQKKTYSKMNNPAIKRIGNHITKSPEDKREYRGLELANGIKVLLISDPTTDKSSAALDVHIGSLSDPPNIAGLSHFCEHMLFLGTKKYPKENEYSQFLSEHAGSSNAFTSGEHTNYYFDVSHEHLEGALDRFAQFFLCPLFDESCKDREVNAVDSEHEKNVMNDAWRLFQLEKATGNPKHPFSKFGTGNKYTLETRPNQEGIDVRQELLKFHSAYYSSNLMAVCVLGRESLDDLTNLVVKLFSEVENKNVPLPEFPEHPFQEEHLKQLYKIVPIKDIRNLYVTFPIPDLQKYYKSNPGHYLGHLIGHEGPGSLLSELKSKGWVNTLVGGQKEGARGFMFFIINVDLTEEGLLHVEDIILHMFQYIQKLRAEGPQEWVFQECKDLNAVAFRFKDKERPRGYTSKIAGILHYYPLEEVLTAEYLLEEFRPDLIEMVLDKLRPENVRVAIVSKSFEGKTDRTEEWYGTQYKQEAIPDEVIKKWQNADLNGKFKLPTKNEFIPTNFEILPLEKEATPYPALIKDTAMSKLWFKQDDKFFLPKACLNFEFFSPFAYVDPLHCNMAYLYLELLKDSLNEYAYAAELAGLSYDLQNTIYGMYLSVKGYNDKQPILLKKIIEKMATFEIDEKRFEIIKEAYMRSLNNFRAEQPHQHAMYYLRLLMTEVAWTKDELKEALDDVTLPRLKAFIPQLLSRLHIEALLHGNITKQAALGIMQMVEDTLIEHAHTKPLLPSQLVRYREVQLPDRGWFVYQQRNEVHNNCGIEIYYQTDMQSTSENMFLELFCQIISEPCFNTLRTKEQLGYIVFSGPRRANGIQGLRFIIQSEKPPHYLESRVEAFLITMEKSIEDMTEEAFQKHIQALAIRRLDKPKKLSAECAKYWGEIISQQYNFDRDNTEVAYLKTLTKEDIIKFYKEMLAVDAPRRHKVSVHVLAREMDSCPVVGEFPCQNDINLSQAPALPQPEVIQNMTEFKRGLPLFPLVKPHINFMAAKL
p-CIP stab down: p/CIP-EGFP fusion destabilizers, primary screen, fluorescence, F442A cells. actives 0.01% (n = 290,000). AID 1984, 2009. decrease of EGFP signal, % at 10 µM. 16 h;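 active = EGFP signal decrease of at least 30% at 10 µM or well 3 SD below plate mean, unless failing retest; inactive = the rest, including hits failing retest or dose response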; also: some compounds called inactive have numbers as strong as hits; many of its hits are not listed in these tables
IDE cell activ: human IDE activators in live cells, primary screen, fluorescence polarization, HEK cells, FAbeta-B substrate; actives 0.073% (n = 340,000); Insulin-degrading enzyme (Homo sapiens), P14735; FAbeta-B cleavage; 0% vehicle, 100% cell-free pure enzyme wells; activation, % at 5.96 µM; AID 493087, 2011;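 active = activation above the mean of all tested compounds plus 3 SD, set per screening campaign, cut at about 17% in these data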
HCV NS3 hel inh: inhibitors of HCV NS3 helicase, primary screen, biochemical, Cy5 molecular beacon fluorescence; Hepatitis C virus NS3 helicase; NS3 helicase DNA unwinding; inhibition, % at 10.9 µM; actives 0.56% (n = 290,000); AID 1800, 2009;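 active = inhibition above the mean of all tested compounds plus 3 SD, set per campaign, cut at about 35% in these data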;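 also: 0% = DMSO wells and 100% = thioflavine S control wells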
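Compound dosing – single dose, 10.9 µM nominal final, DMSO 0.8% final · System – NS3 helicase fragment of HCV · Buffer or medium – MOPS pH 6.5, MgCl2, DTT, Tween20, BSA · Signal – Cy5 beacon fluorescence read at start and 1 h · Also added – annealed dual-labelled DNA beacon duplex, ATP-started · Schedule – 1 h at 25 °C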
SUMO HTRF inh: inhibitors of in vitro SUMOylation cascade, primary screen, biochemical, HTRF, uHTS; SUMO-conjugating enzyme UBC9 (Homo sapiens), P63279; HTRF SUMOylation assay, SAE1/SAE2 + UBC9; inhibition, % at 35 µM; actives 0.36% (n = 290,000); AID 2006, 2009; in the data active = inhibition above about 50%, passing the limit was not always enough; also: strong numbers were not always called active
IMP-1 inh: IMP-1 metallo-beta-lactamase inhibitors, primary screen, biochemical, epi-absorbance readout, Pseudomonas aeruginosa enzyme; metallo-beta-lactamase IMP-1 (Pseudomonas aeruginosa); purified IMP-1, nitrocefin hydrolysis, epi-absorbance fluorescence; inhibition, % at 5.6 µM; actives 0.45% (n = 290,000);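 active = inhibition above the mean plus 3 SD of all compounds in the same screening run, cut at about 4.5% in these data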;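 also: 0% = IMP-1 with DMSO and 100% = DMSO wells lacking enzyme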
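Test system: recombinant IMP-1 enzyme, purified / Medium: HEPES buffer pH 7.1 with ZnSO4 and Brij 35 / Doses: single dose, 5.6 µM / Times: 25 °C, 15 min preincubation, 25 min reaction / Detection: Epi-absorbance via hydrolysed-nitrocefin quenching of white-plate fluorescence, 480/530 nm, EDTA stop / Evaluation: percent inhibition from optical density relative to buffer-blank wells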
VIM-2 inhibitor: VIM-2 metallo-beta-lactamase inhibitors, primary screen, biochemical, epi-absorbance readout, Pseudomonas aeruginosa enzyme | actives 0.89% (n = 290,000) | AID 1527, 2009 | inhibition, % at 5.6 µM | purified VIM-2, nitrocefin hydrolysis, epi-absorbance fluorescence;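 active = inhibition above the mean of all tested compounds plus 3 SD, cutoff set per screening run, cut at about 7.5% in these data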;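 also: red hydrolysis product quenches plate fluorescence so inhibitors raise well fluorescence; 0% = enzyme with DMSO and 100% = DMSO without enzyme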
CRFR2-BP antag: antagonists of CRF-BP/CRF-R2 complex, primary screen, cell-based, HEK293, calcium dye fluorescence, uHTS. CRF-induced calcium fluorescence. inhibition, % at 11.8 µM. actives 0.59% (n = 350,000);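 active = inhibition of the ligand-induced calcium signal above about 50% at the single tested concentration, limit read from the data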
GalR3 antag: GalR3 antagonists in HEK293 cells, primary screen, cell-based, fluorescence readout | Galanin receptor type 3 (Homo sapiens), O60755 | HEK293 GalR3-CNG cAMP membrane potential fluorescence; galR3 body fused to GalR1 C-terminus | inhibition, % at 3 µM | actives 0.44% (n = 360,000) | AID 651719, 2012;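 active = inhibition above the screen-wide average plus 3 SD, cut at about 13% in these data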;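 also: forskolin and galanin both at EC90 stimulate the cells; cAMP rise reported by CNG channel membrane potential dye signal; 0% = forskolin plus galanin with DMSO and 100% = forskolin alone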
* marks the source's active call; other numbers are inactive results; . = no result given.

IDE inh	p-CIP stab down	IDE cell activ	HCV NS3 hel inh	SUMO HTRF inh	IMP-1 inh	VIM-2 inhibitor	CRFR2-BP antag	GalR3 antag	Compound
7	-7	7	-16	-25	-1.4	-2.4	-12	-7	CCNc1nc(NCC)nc(N(n2cnnc2)S(=O)(=O)c2ccc(C)cc2)n1
2	16	2	7	-35	-2.4	0.0	-11	-4	O=C(Nc1ccc(F)cc1)c1cc(Cl)sc1Cl
-3	-11	.	-4	10	-1.7	0.3	.	.	CCOc1cc(NC(=O)c2cnccn2)c(OCC)cc1NC(=O)c1cccc(F)c1
-2	6	4	12	15	-1.7	-0.8	-2	-5	CN1CCN(CC(=O)Nc2cccc([N+](=O)[O-])c2)CC1
2	-10	3	1	22	-3.3	-3.5	-13	0	CCSc1nc2c(c(=O)[nH]1)C(c1ccccn1)C1=C(CC(C)(C)CC1=O)N2 (centres undefined)
2	-6	2	-10	1	-3.5	-3.0	6	-2	COc1ccc(C(O)c2nc3ccccc3n2C(C)C)cc1 (centres undefined)
1	3	7	0	11	-3.2	-4.4	-1	-4	C/C(=N\Nc1ccc([N+](=O)[O-])cc1[N+](=O)[O-])C(C)C(C)C (centres undefined)
0	.	8	.	.	.	.	14	-4	Cc1noc(C)c1CSCC(=O)Nc1ccc(OC(F)F)c(Cl)c1
6	-3	8	-1	11	-1.3	-3.6	12	-3	CNS(=O)(=O)c1ccc(NC(=S)Nc2ccc3c(c2)OCO3)cc1
-4	-4	6	1	13	-1.1	2.1	-32	-2	Cc1ccc(N2CC(O)=C(c3nc4ccccc4c(=O)[nH]3)C2=N)cc1C
4	-3	5	-12	-14	-2.5	-2.0	16	-1	CN(C)S(=O)(=O)c1cccc(COc2ccccc2C(=O)Nc2ccccc2)c1
0	.	-1	.	.	.	.	-6	0	CCN(CC(=O)Nc1ccc2c(c1)OCCO2)C(=O)c1cc(=O)[nH]c2ccccc12
0	2	0	-3	-12	-2.0	-1.1	3	-12	COCCNC(=S)N(CCc1c(C)[nH]c2ccc(F)cc12)Cc1ccco1
.	0	-1	2	13	-1.8	-0.6	-4	1	Cc1ccc(NS(=O)(=O)c2c(C)[nH]c(=O)[nH]c2=O)cc1F
.	-2	2	2	8	-2.4	-1.0	19	-8	Nc1nnnn1/N=C/c1ccccc1
-6	8	7	22	0	0.5	-1.0	5	-13	Cc1cc(C)nc(N/N=C/c2ccncc2)n1
-6	-8	-2	4	15	-1.1	-2.3	19	-4	O=C(NC(=S)NNC(=O)c1cccs1)c1ccc(Br)o1
-1	2	3	-8	-14	-1.5	-2.6	-7	-2	COc1ccc(NC(=O)CN2CCCCC2)cc1
-2	10	5	4	-4	-0.9	-2.8	-4	.	Cc1nonc1NC(=O)OCCN1CCOC1=O
-7	-6	6	0	17	0.1	-2.4	11	-3	CCOC(=O)C1(CCOC)CCN(C(=O)c2sccc2C)CC1
2	-8	-1	-20	0	-0.6	1.5	0	-6	O=C1CC(N2CCC(c3nc4ccccc4o3)CC2)C(=O)N1c1ccc(F)cc1 (centres undefined)
0	-10	1	-12	9	0.9	-3.0	6	-5	CC1CCCCN1CCNC(=O)Cn1nc(-c2ccccc2)ccc1=O (centres undefined)
6	.	3	.	.	.	.	-11	-4	COc1ccc(CC(=O)Nc2ccc(S(=O)(=O)N3CCCC3)cc2)cc1OC
-1	-15	4	-7	-5	-2.8	-3.3	5	1	CC1=C(C(=O)OCCNC(=O)c2ccccc2O)C(c2ccccc2[N+](=O)[O-])C(C(=O)OCC2CCCO2)=C(C)N1 (centres undefined)
3	-8	1	-20	12	0.0	-0.6	-8	-12	CCOC(=O)C1CCN(C(=O)CCC(=O)NCCc2ccc(Cl)cc2)CC1
-2	3	5	-3	-22	-1.4	-0.8	-2	-3	CC(=O)c1c(C(C)=O)c(C)n(-c2nc(-c3ccccc3)c(C)s2)c1C
1	-23	-2	-6	16	-2.2	-1.1	1	-2	O=C(NC1c2ccccc2-c2ccccc21)c1ccco1
-2	.	2	.	.	.	.	10	-6	COc1cc(/C=C/C(=O)OCC(=O)Nc2cc(S(=O)(=O)N3CCOCC3)ccc2Cl)cc(OC)c1OC
-1	-10	-2	16	11	0.0	0.1	-4	-1	CCC(NC(=O)NCc1cccnc1)(C(F)(F)F)C(F)(F)F
3	3	-1	7	-1	-4.3	-1.8	4	-4	COC(=O)Cn1c2ccccc2c2nc(C)sc21
2	1	3	8	0	-1.9	-2.5	16	-1	COc1ccc(/C=N/NC(=O)c2cc(C)on2)c2ccccc12
-1	30	-3	-72	-4	-2.0	-1.7	13	-5	CCCCN(CCCC)CCCNC(=O)C12CN(Cc3ccccc3)CC1C(c1cccc([N+](=O)[O-])c1)=NO2 (centres undefined)
1	8	6	-5	4	-1.1	1.1	4	-10	COc1cc2ccc3c(CCN(C)C)cc(OC)c(OC)c3c2cc1OC
3	2	7	0	1	-2.3	-4.5	-6	5	Cn1c(=O)cc(NCCc2ccccc2)[nH]c1=O
1	.	3	.	.	.	.	18	-3	Cc1cc(C(=O)COC(=O)c2ccc(Cl)c(S(N)(=O)=O)c2)c(C)n1CC1CCCO1 (centres undefined)
2	6	12	4	4	-0.9	-2.2	-1	0	N#Cc1ccc(NCCc2ccccn2)c([N+](=O)[O-])c1
62*	-27	.	4	4	3.4	2.9	-86	-2	CC1=CC2=NC(=O)/C(=C/c3coc4ccccc4c3=O)C(=N)N2O1
-1	.	2	.	.	.	.	11	-5	CN(C(=O)c1ccc(NC(=O)Cc2ccc(NC(=O)C3CCN(C(=O)c4ccccc4)CC3)cc2)cc1)C1CC1
1	-2	0	3	15	-1.2	-2.0	21	-1	COc1ccc(-c2[nH]ncc2/C=N/NC(=O)c2ccc(Br)cc2)c(OC)c1
1	-4	3	-2	0	-4.1	-2.2	35	2	COP(C)(=O)c1c(C)nn(-c2ccccc2)c1C (centres undefined)
0	-1	-2	10	-14	-2.0	-4.1	15	-8	Cc1ccc(NC(=O)NC2CCN(S(=O)(=O)c3ccc(F)cc3)CC2)cc1
-3	.	2	-12	.	-2.1	-1.7	-7	-4	Cc1ccc(N=C2N=C(N)c3ccccc32)cc1C
3	-2	4	1	6	-3.3	-4.0	18	-4	C=C(Br)Cn1c(CCCC)nc2ccccc21
3	-9	0	-8	4	0.0	3.4	6	-4	CCc1ccc(NC(=O)C2CC(=O)N(C(C)C)C2)cc1 (centres undefined)
-1	4	-4	-15	-10	-3.7	-3.8	-8	-8	CCN(CC)c1ccc(NC(=O)CN2CCN(CC(=O)Nc3ccccc3OC)CC2)cc1

By substructure: the compounds so far containing two or more sulfur atoms (two)
IDE inh	p-CIP stab down	IDE cell activ	HCV NS3 hel inh	SUMO HTRF inh	IMP-1 inh	VIM-2 inhibitor	CRFR2-BP antag	GalR3 antag	Compound
6	-3	8	-1	11	-1.3	-3.6	12	-3	CNS(=O)(=O)c1ccc(NC(=S)Nc2ccc3c(c2)OCO3)cc1
-6	-8	-2	4	15	-1.1	-2.3	19	-4	O=C(NC(=S)NNC(=O)c1cccs1)c1ccc(Br)o1

(cont.)
IDE inh	p-CIP stab down	IDE cell activ	HCV NS3 hel inh	SUMO HTRF inh	IMP-1 inh	VIM-2 inhibitor	CRFR2-BP antag	GalR3 antag	Compound
0	0	2	8	8	-4.6	-3.9	-8	-8	COc1cc(OC)cc(C(=O)Oc2ccc(/C=N/Nc3nc4ccccc4s3)cc2OC)c1
0	-29	3	0	-2	-11	-2.9	28	-8	COc1ccc(Nc2ccc([N+](=O)[O-])c3nonc23)c(OC)c1
8	8	1	-4	-3	-1.6	-2.7	1	-3	CCOC(=O)C1=C(C)NC2=C(C(=O)CC(c3cccs3)C2)C1c1cccs1 (centres undefined)
5	2	3	5	-1	-2.0	-1.6	-32	-11	CCOC(=O)c1c(NC(=O)C2CC2)sc(C)c1CC
2	1	7	-1	7	-1.7	-1.7	2	-4	Cc1cccc(OCC(=O)NCC(=O)N/N=C/c2ccc([N+](=O)[O-])cc2)c1
4	.	2	.	.	.	.	-1	-3	C=CCn1c(SCC(=O)Nc2cc(C)on2)nnc1-c1ccccc1F
7	-4	-1	-3	16	-1.3	-0.2	-10	-3	O=c1[nH]nc(-c2cccs2)c2ccccc12
0	-2	9	-31	-7	-0.4	0.1	-37	-1	COc1ccc(N2CCN(C3CCCCC3NS(=O)(=O)c3ccc(Cl)cc3)CC2)cc1 (centres undefined)
-4	-2	6	12	0	-0.1	1.1	-6	3	CC(NC(=O)[C@H](C)NC(=O)C1CC(=O)N(c2ccc3c(c2)OCO3)C1)c1ccccc1 (some centres undefined)
-1	-6	9	3	-2	-0.6	-0.9	9	-6	COc1ccc(C2=NOC(C(=O)NCCCN3CCOCC3)C2)cc1 (centres undefined)
7	-7	0	-1	-3	-4.2	-3.9	-19	1	CS(=O)(=O)N(CC(=O)NCCSCc1ccccc1)c1ccccc1
-4	-1	-2	1	-6	-3.6	-2.4	0	-2	CCOc1ccc(-c2nnn(CC(=O)NCc3ccco3)n2)cc1OCC
-1	.	-2	.	.	.	.	-7	-9	Nc1c(Cl)cc(C2=NCCn3nc4cc([N+](=O)[O-])ccc4c32)cc1Cl

Quoted at random: 7 compounds from above
IDE inh	p-CIP stab down	IDE cell activ	HCV NS3 hel inh	SUMO HTRF inh	IMP-1 inh	VIM-2 inhibitor	CRFR2-BP antag	GalR3 antag	Compound
0	-2	9	-31	-7	-0.4	0.1	-37	-1	COc1ccc(N2CCN(C3CCCCC3NS(=O)(=O)c3ccc(Cl)cc3)CC2)cc1 (centres undefined)
8	8	1	-4	-3	-1.6	-2.7	1	-3	CCOC(=O)C1=C(C)NC2=C(C(=O)CC(c3cccs3)C2)C1c1cccs1 (centres undefined)
7	-4	-1	-3	16	-1.3	-0.2	-10	-3	O=c1[nH]nc(-c2cccs2)c2ccccc12
-4	-1	-2	1	-6	-3.6	-2.4	0	-2	CCOc1ccc(-c2nnn(CC(=O)NCc3ccco3)n2)cc1OCC
0	0	2	8	8	-4.6	-3.9	-8	-8	COc1cc(OC)cc(C(=O)Oc2ccc(/C=N/Nc3nc4ccccc4s3)cc2OC)c1
-1	.	-2	.	.	.	.	-7	-9	Nc1c(Cl)cc(C2=NCCn3nc4cc([N+](=O)[O-])ccc4c32)cc1Cl
2	1	7	-1	7	-1.7	-1.7	2	-4	Cc1cccc(OCC(=O)NCC(=O)N/N=C/c2ccc([N+](=O)[O-])cc2)c1
